CaV13 ICDI inh – Primary screen for inhibitors of IQ motif and Ca2+-dependent inactivation inhibitor domain binding in CACNA1D, Förster resonance energy transfer in living cells, …; HEK cells, CFP/YFP FRET ICDI-IQ, plate reader, 10 min; percent FRET-ratio fall versus neutral wells; inhibition, % at 12.3 µM; 0.098% of 340,000 active;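 active means mean replicate inhibition of at least 30% and at least 1% of replicates passing that level; inconclusive means only one of the two criteria is met; inactive means neither criterion is met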;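 further: 0% = median of the neutral control wells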
H9c2 protect – myocardial damage modulation in H9c2 cells. protection from H2O2 cell death, % at 20 µM. 0.63% of 360,000 active. H9c2 cardiomyocytes, H2O2 injury protection, ATPLite, 2 h. AID 588492;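 active means compounds giving at least 50% protection of heart cells from peroxide-induced death in the single-dose screen, raw or plate-pattern-corrected value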;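 further: 0% = DMSO wells with peroxide and 100% = DMSO wells without peroxide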
Granule exo inh – lytic granule exocytosis inhibition; 0.66% of 360,000 active; TALL-104 LAMP-1 surface exposure, flow cytometry; cells stimulated with thapsigargin and PMA; AID 651702; inhibition, % at 10 µM;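 active means inhibition above about 55%, limit read from the data; inconclusive means no clear call, values can overlap the other calls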
Glyco luc inh – N-linked glycosylation inhibition. reporter increase, % at 12.5 µM. 0.23% of 360,000 active. D54 ERlucT glycosylation luciferase reporter, 24 h; percent of 100 nM tunicamycin response;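 active means mean luciferase reporter signal, scaled so untreated is 0 and the glycosylation-blocking control 100, at or above a set limit in every replicate; inconclusive means mean reaches the limit but not every replicate does; inactive means mean below the limit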;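 further: luciferase carries N-glycosylation sites so blocking glycosylation raises the light; 0% = median of neutral control wells and 100% = median of 100 nM tunicamycin wells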
aDG glyco act – increases alpha dystroglycan glycosylation | Pro5-aDG cells, alpha-DG glycosylation AlphaScreen (IIH6); 0% Pro5, 100% B10-LARGE cell signal | 0.22% of 360,000 active | activation, % at 10 µM;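 active means activation of at least 8% versus controls, or a plate z-score of at least 8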;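 further: Pro5 are CHO cells carrying HIG-tagged alpha-DG that lacks glycosylation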
ABCB6 inh MLPCN – human ABCB6 transporter inhibition | Q9NP58 | K562-ABCB6 porphyrin accumulation, flow cytometry, 1 h; hits give low values | fluorescence ratio to DMSO, % at 10 µM | 0.19% of 360,000 active;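 active means fluorescence ratio to DMSO below 75%, the collection mean minus 3 SD; inconclusive means too few cells collected in the well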;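 further: signal is porphyrin accumulated inside mitochondria; 100% equals median channel fluorescence of DMSO control wells; lower ratio means ABCB6 inhibition with less porphyrin fluorescence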
Target sequence (Q9NP58 whole entry, looked up): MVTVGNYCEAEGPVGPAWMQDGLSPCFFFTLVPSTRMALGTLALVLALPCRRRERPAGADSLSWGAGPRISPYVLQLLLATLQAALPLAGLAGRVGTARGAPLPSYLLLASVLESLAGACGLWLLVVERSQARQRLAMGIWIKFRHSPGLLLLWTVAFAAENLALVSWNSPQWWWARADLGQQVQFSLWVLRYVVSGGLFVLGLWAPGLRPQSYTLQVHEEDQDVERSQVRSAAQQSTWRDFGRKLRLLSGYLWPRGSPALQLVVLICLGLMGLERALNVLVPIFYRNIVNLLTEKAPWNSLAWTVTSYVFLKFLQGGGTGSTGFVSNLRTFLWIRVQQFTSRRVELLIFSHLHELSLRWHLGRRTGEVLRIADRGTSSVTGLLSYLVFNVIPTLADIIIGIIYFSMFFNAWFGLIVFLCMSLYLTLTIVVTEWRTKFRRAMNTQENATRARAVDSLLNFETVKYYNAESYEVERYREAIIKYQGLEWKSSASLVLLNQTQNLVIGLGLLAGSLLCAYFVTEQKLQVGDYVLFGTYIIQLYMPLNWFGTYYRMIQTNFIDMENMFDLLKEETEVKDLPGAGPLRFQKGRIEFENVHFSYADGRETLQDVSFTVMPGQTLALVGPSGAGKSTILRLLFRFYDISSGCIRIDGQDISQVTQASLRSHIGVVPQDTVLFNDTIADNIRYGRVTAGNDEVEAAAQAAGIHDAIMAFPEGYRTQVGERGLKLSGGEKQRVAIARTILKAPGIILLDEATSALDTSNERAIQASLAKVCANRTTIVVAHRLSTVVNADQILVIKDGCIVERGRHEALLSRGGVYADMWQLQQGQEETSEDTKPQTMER
hiPSC survival – enhancers of human iPSC single-cell survival. hiPSC single-cell survival, ATPlite luminescence; 100% = ROCK inhibitor wells, 0% = DMSO. survival enhancement, % at 20 µM. 0.044% of 360,000 active; in the data active means survival enhancement above about 18%;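 further: cells exposed to compounds for 16 hours before the ATP read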
Vif imaging – inhibitors of HIV Vif; 0.35% of 340,000 active; HEK293T cells, Vif self-association by quenched fluorescence, imaging, 24 h; inhibition, % at 7.49 µM; AID 602346; in the data active means inhibition above about 50%, passing the limit was not always enough; inconclusive means no clear call, values can overlap the other calls; inactive means below about 31%; further: some results filed as inactive read as strong as hits
PDI turbidity – blocks human protein disulfide isomerase activity; P07237; PDI insulin aggregation turbidity, A650, 90 min; inhibition, % at 10 µM; 0.052% of 350,000 active; AID 588391;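 active means mean inhibition across replicates of 30% or more, whatever share of single replicates reach that level; inconclusive means mean inhibition below 30% while every single replicate reaches 30%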;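 further: absorbance from insulin aggregation driven by PDI reduction with DTT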
HTR2A ag – agonists of mouse serotonin 5-HT2A receptor (HTR2A). P35363. CHO-K1 mHTR2A beta-arrestin complementation, luminescence; percent of 30 µM serotonin response. activation, % at 7.6 µM. 0.66% of 360,000 active. AID 624169;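 active means activation above a run cutoff, the mean activation of all tested compounds plus 3 SD, cut at about 14% in these data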;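 further: 0% = plate median of compound wells and 100% = 30 µM serotonin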
Starred values were filed as active, the others as inactive; u = inconclusive; x = not tested or not shown.

cpd	Structure	CaV13 ICDI inh	H9c2 protect	Granule exo inh	Glyco luc inh	aDG glyco act	ABCB6 inh MLPCN	hiPSC survival	Vif imaging	PDI turbidity	HTR2A ag
1	CCCc1nn(-c2cc(Cl)ccc2OC)c2c1C(=O)CC(C)(C)C2	-8	-3	11	4	0.0	97	0.2	4	13	-5
2	C=CCn1cc(C(=O)NCCCN(CC)CC)c(=O)c2cc(S(=O)(=O)N3CCC(C)CC3)ccc21	-2	0	-9	-2	0.0	103	-0.4	-4	-5	3
3	O=C(Nc1c(-c2ccc(Cl)cc2)[nH][nH]c1=O)c1ccc(Br)cc1	-7	2	-5	1	0.0	101	-0.5	-8	x	0
4	CN(C)/C=C/C(=O)c1ccc(Br)cc1	-5	-4	1	3	-0.2	96	-0.9	43	12	-1
5	COc1ccc(C(=O)NNC(=O)c2cc3cc([N+](=O)[O-])ccc3oc2=O)cc1OC	-8	-3	0	0	-0.1	91	0.8	8	3	1
6	COc1ccccc1C(=O)NCCC(=O)Nc1ccc(OC(F)(F)F)cc1	-3	6	-7	3	0.1	102	-0.6	16	7	5
7	Cc1ccc(C)c(N2CCN(C(=O)CN3C(=O)c4ccccc4C3=O)CC2)c1	-8	-8	-2	1	0.2	101	-2.8	-9	3	-4
8	COc1cccc(-c2nc(CS(=O)CC(=O)NCCc3ccc(C)cc3)c(C)o2)c1 (stereo not given)	-4	2	0	1	-0.1	97	0.7	9	1	-4
9	O=C(CS(=O)CC(=O)N(CC(=O)NC1CCCC1)C1CCCC1)Nc1ccc(F)cc1 (stereo not given)	-8	6	1	-1	0.3	102	-1.3	-8	-6	-2
10	COc1nc(-c2ccccc2)ccc1-c1noc(-c2cccnc2)n1	-8	-12	1	3	-0.1	95	2.0	1	4	-6
11	O=C(Nc1ccnn1C1CCN(C2CCOCC2)CC1)c1cccc(F)c1	-3	-3	-2	0	-0.2	95	-0.1	13	4	8
12	O=C(N/C(=C/c1ccco1)C(=O)N1CCCCCC1)c1ccccc1	-4	-3	8	0	0.0	96	-0.6	4	15	1

Remaining list, next part:
cpd	Structure	CaV13 ICDI inh	H9c2 protect	Granule exo inh	Glyco luc inh	aDG glyco act	ABCB6 inh MLPCN	hiPSC survival	Vif imaging	PDI turbidity	HTR2A ag
13	Cc1ccc(S(=O)(=O)NNC2CC(=O)N(c3ccc(Br)cc3)C2=O)cc1 (stereo not given)	-11	2	5	2	0.3	95	-0.8	-3	6	3
14	CCOC(=O)c1cnc2ccc(C)cc2c1Sc1ccc(F)cc1	-1	-18	2	5	0.3	91	-3.4	-5	-2	-4
15	Cc1nc(CCNS(=O)(=O)c2cccs2)cs1	-5	4	-3	1	-0.1	118	-2.0	13	8	-1
16	CCOC(=O)c1snc(-c2ccc(F)cc2)c1N	-7	-8	0	-3	0.0	103	-0.6	-2	-6	2
17	COC(=O)c1ccc(OCc2cc(=O)n3ccsc3n2)cc1	-5	23	2	3	-0.1	102	2.0	3	-4	7
18	COc1cccc(Cn2c(NCC(C)C)nc3c2c(=O)n(C)c(=O)n3C)c1	-6	15	-1	-2	0.0	96	-1.3	-2	7	-1
19	CN(C)S(=O)(=O)c1cccc(NC(=O)CN2C(=O)NC(Cc3c[nH]c4ccccc34)C2=O)c1 (stereo not given)	-5	-4	0	0	-0.2	104	0.4	15	15	3
20	CC(/C=C/c1ccccc1)=N\NC(=O)CCc1ccccc1	-3	0	1	1	-0.1	98	-0.9	6	6	1
21	COc1ccc(OCC(=O)Nc2cccc3ncccc23)cc1	-6	2	-1	-2	-0.2	109	0.0	0	8	-2
22	NC(=O)c1cccc(S(=O)(=O)N2CCCCC2)c1	-7	-1	-1	1	0.1	95	-2.1	x	3	6
23	CCCc1nnc(NC(=O)CCC(=O)NCc2ccccc2Cl)s1	-3	8	-5	1	1.0	103	0.0	-13	3	-6
24	O=S(=O)(Nc1ccncc1Cl)c1cccc(Cl)c1Cl	-2	21	2	0	0.0	99	-0.1	0	11	-2

Later entries
cpd	Structure	CaV13 ICDI inh	H9c2 protect	Granule exo inh	Glyco luc inh	aDG glyco act	ABCB6 inh MLPCN	hiPSC survival	Vif imaging	PDI turbidity	HTR2A ag
25	Cc1ccc(S(=O)(=O)Nc2nc(C)cc(N/N=C/c3ccc(O)cc3)n2)cc1	-17	2	-9	2	-0.3	98	2.8	-5	-3	-2
26	O=C1NCCCc2c1oc1ccc(O)cc21	-4	1	-3	5	-0.6	95	1.7	6	6	-3
27	CC(C)C(=O)NCCc1nc(-c2ccccc2)no1	-4	0	1	2	0.0	101	-1.4	1	-2	-6
28	N#Cc1ccccc1OCC(=O)Nc1ccc2c(c1)OCCO2	-1	0	8	-1	0.2	99	-0.4	-1	-1	-7
29	NNC(=O)c1ccc(OCC2CC(c3ccc(Cl)cc3)=NO2)cc1 (stereo not given)	-18	2	-3	52*	-0.2	96	-0.7	-20	-6	5
30	CCOc1ncccc1C(=O)Nc1cc(S(=O)(=O)N2CCCCCC2)ccc1OC	-5	-1	0	1	-0.3	101	0.6	-7	-7	2
31	COC(=O)c1ccccc1NC(=O)CC#N	x	-5	-1	2	-0.1	102	0.4	8	5	-2
32	COc1ccc([N+](=O)[O-])cc1C(=O)NC1CCN(Cc2ccccc2)CC1	-5	3	1	0	-0.1	96	-0.5	2	-8	-6
33	COc1cc(-c2nnc(SCC(=O)NC3CCCC3)n2C)cc(OC)c1O	-2	-4	-2	2	0.1	98	-0.3	-6	-8	1
34	COc1ccc(NC(=O)CSc2nnc(-c3cccnc3)o2)cc1	-8	5	1	0	0.2	125	-1.1	4	1	-3
35	Cc1noc(C)c1NC(=O)Nc1cccc2c1O[C@H](CN(C)C(=O)NC1CCCCC1)[C@@H](C)CN([C@H](C)CO)C2=O	-5	6	2	3	0.0	101	-0.7	8	19	1
36	O=C(CSc1n[nH]c(-c2ccccc2)n1)c1ccccc1	-6	11	-2	-1	-0.2	98	0.8	x	-6	-4

(continued)
cpd	Structure	CaV13 ICDI inh	H9c2 protect	Granule exo inh	Glyco luc inh	aDG glyco act	ABCB6 inh MLPCN	hiPSC survival	Vif imaging	PDI turbidity	HTR2A ag
37	CN(/N=C/c1ccncc1)C1=NS(=O)(=O)c2ccccc21	-1	2	1	1	0.5	99	0.7	-3	0	-3
38	COc1ccc(Cl)cc1NC(=O)CCN1CCN(c2ccccc2C)CC1	-6	-5	0	-6	1.0	100	2.1	-4	10	-1
39	CC(Cc1cccnc1)NC(=O)c1ccccc1OC1CCN(S(C)(=O)=O)CC1 (stereo not given)	-6	8	2	1	-0.1	90	3.9	-7	8	-1
40	CC(=O)NC(C)c1ccc(Cl)c(Cl)c1 (stereo not given)	x	2	8	1	-0.2	98	1.9	2	-2	-1
41	CCCNC(=O)c1ccc(N2CCC3(CC2)CC(c2ccccc2)=NO3)c(NC(=O)c2ccco2)c1	-6	90*	-19	-6	-0.5	94	-0.3	-20	-5	6
42	O=C(O)CSc1nnc(-c2ccc(Cl)cc2Cl)n1-c1ccccc1	-2	0	0	-1	-0.1	97	-0.3	12	6	5
43	CCOC(=O)N/N=C\c1cccc(OC)c1	x	0	-2	2	-0.3	105	-0.4	16	7	-2
44	CCC(=O)N1CCC1(C)C(=O)Nc1ccc(F)cc1 (stereo not given)	-6	-5	5	-1	0.1	103	-0.7	18	-7	5
45	O=[N+]([O-])c1cc(/C=N/N2CCCCC2)ccc1Cl	-4	-27	2	1	-0.1	101	-0.1	3	-5	2
46	NC(=O)[C@@H]1CCCN1C(=O)c1cc(COc2ccc3c(c2)CCCC3)on1	-6	0	-8	4	-0.1	101	-0.1	1	10	-5
47	Cc1noc(C)c1-c1ccc(C(=O)NCc2ccc(Cl)cc2)c2occc12	-9	-4	8	6	-0.1	96	-0.7	1	u	-8
48	COc1ccc(N2CCN(C(=O)Cn3cncn3)CC2)cc1	5	4	5	-1	-0.1	96	-0.6	0	-1	4

Next part.
cpd	Structure	CaV13 ICDI inh	H9c2 protect	Granule exo inh	Glyco luc inh	aDG glyco act	ABCB6 inh MLPCN	hiPSC survival	Vif imaging	PDI turbidity	HTR2A ag
49	C=C(C)c1cccc(C(C)(C)NC(=O)Nc2ccc(C(N)=O)cc2)c1	-5	-13	-6	-2	0.3	96	-0.9	5	-3	-1
50	C[C@@]12CCC3[C@@](CCC4[C@@]3(C)CCC[C@@]4(C)C(=O)NCc3ccccc3)(CC1=O)C2 (stereo not given in full)	-10	1	-6	-3	0.3	91	-2.8	1	-36	-2
51	COc1ccc(S(=O)(=O)N2CCOCC2)cc1NC(=O)c1ccc(S(=O)(=O)N(C)c2ccccc2OC)cc1	-3	2	-4	-4	0.1	98	-0.2	-14	7	5
52	Cc1ccsc1C(=O)N1CCC1(C)C(=O)Nc1cccc(C#N)c1 (stereo not given)	-6	0	-4	0	0.0	102	1.2	7	-3	3
53	CC(C)CC(=O)Nc1ccnc(-c2ccncc2)n1	-3	-3	-14	4	0.0	99	-0.5	-9	-12	10
54	CSc1nc2nc(C)c(CCC(=O)OCC(=O)Nc3ccc(F)cc3)c(C)n2n1	-7	9	-4	1	-0.1	96	2.1	-2	1	-1
55	COC(C[C@@H]1O[C@@H]1C(=O)[C@@H](C)OCc1ccccc1)OC	-10	-2	-1	4	0.1	93	-0.8	-3	0	-2
56	Cc1cc(-c2ccccc2)c2c(=O)n(-c3ccccc3)[nH]c2n1	-5	8	-2	2	-0.1	98	2.5	-7	-6	-1
57	COc1ccc(C2N=C(Nc3ccc(C)cc3)Nc3nc(C)cc(=O)n32)cc1 (stereo not given)	-4	3	3	-1	-0.2	88	5.4	-7	-3	-1
58	CN1CCN(c2ccc(S(=O)(=O)N3CCOCC3)cc2NC(=O)CCc2ccccc2)CC1	-4	4	-4	1	0.2	97	0.0	1	4	1
59	COc1ccc(C(=O)NCC2CCCO2)cc1 (stereo not given)	-9	4	-2	2	0.0	101	0.1	1	-19	6
60	O=C(CSc1nnnn1C1CCCC1)NCCc1ccccc1	-6	-2	-2	2	0.0	94	1.6	2	-1	3

Screening data as filed in PubChem BioAssay.
